Hsp90 inh: displaces geldanamycin probe from tumor Hsp90 | P07900 | NCI-N417 lysate Hsp90, Cy3B-geldanamycin FP displacement | inhibition, % at 30 µM | 64,000 tested, 0.35% active | AID 429;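 active means inhibition above 50%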;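 further: 0% = tracer plus lysate wells and 100% = tracer alone without lysate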
ROCK2 inh: inhibitors of human Rho kinase 2. inhibition, % at 6 µM. AID 604. 60,000 tested, 0.35% active. O75116. purified ROCK2, Kinase-Glo ATP depletion luminescence;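 active means inhibition above the screen-wide mean inhibition plus 3 SD, cut at about 18% in these data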;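 further: plate controls were DMSO wells for no effect and Y-27632 control wells after no-enzyme background subtraction for full effect; many of its hits are not listed in these tables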
HER2 expr 66K: inhibitors of human Her2 kinase expression; SKBR-3 HER2 protein level, AlphaScreen, 18-24 h; active compounds read low; P04626; 65,000 tested, 0.69% active; HER2 level % of control, % at 10 µM;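 active means HER2 level under 5% of the carrier-only control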;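 further: 100% = DMSO carrier and 0% = 500 nM PU-H71 HSP90 inhibitor; lower value means stronger loss of Her2 protein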
Target sequence (P04626 whole entry, looked up): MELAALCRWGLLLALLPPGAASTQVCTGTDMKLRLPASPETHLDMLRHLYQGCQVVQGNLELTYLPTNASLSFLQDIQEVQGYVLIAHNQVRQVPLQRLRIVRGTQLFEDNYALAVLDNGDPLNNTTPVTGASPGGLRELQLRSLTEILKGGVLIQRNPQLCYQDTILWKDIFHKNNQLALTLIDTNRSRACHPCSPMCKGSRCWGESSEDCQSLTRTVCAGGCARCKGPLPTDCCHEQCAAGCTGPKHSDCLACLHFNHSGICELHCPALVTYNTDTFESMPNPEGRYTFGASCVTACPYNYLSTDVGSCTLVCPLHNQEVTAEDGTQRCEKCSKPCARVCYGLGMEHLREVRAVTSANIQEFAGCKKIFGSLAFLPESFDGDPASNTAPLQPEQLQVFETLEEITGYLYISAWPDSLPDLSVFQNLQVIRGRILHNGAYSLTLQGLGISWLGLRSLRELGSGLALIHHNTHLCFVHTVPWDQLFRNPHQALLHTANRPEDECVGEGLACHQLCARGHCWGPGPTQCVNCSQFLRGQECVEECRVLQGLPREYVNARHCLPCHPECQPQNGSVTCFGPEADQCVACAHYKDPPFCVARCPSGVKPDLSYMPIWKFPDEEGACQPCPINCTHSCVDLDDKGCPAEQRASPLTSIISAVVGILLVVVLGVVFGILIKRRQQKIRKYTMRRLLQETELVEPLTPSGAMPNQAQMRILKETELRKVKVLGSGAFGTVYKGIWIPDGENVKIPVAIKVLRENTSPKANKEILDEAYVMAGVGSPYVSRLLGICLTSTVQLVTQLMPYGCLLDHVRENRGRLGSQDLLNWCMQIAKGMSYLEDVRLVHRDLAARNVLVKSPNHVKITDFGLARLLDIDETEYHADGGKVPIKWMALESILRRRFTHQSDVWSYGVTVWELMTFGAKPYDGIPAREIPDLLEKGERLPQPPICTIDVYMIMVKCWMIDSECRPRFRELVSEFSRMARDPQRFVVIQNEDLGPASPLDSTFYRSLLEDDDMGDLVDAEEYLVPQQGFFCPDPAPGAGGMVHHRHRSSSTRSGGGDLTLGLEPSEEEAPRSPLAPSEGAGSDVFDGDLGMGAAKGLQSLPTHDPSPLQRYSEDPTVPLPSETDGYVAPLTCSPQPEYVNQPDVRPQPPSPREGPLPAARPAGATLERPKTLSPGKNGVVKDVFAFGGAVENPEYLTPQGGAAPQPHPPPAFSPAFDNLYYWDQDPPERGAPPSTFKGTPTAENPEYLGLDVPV
Fluor 339 460: intrinsic fluorescence of library compounds, ex339/em460 – biochemical, MLSMR library, data from DPM-DC assay, artefact control, profiling panel. compound autofluorescence, ex339/em460 nm, NADH buffer; active compounds read high; 1 = no-compound wells, NADH background. fluorescence fold increase at 10 µM. 65,000 tested, 5.5% active;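 active means at 10 µM, mean starting fluorescence two-fold or more over control wells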;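 further: signal is the first read of a kinetic run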
A340 absorber: absorbance at 340 nm. 65,000 tested, under 10 active. compound absorbance at 340 nm, fold over control. fold change at 10 µM;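 active means at 10 µM dose, initial 340 nm absorbance at least 2 fold that of control wells; inactive means change under 2 fold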;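 further: initial absorbance extrapolated from kinetic A340 decline of NADH oxidation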
DUSP1 inh: blocks human MKP-1 phosphatase activity; P28562; recombinant MKP-1, OMFP hydrolysis fluorescence; inhibition, %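 (compounds tested at a single concentration somewhere between 10 and 100 µM)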; 65,000 tested, 0.15% active; AID 374;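 active means inhibition above about 50%, limit read from the data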;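 further: 0% = DMSO max control wells and 100% = wells with enzyme stopped by NaOH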
JNK3 inh: blocks human JNK3 kinase activity; inhibition, % at 8 µM; 60,000 tested, 0.61% active; purified JNK3 kinase activity, HTS; P53779; in the data active means inhibition above about 17%;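 further: 0% = DMSO and 100% = reference inhibitor; many of its hits are not listed in these tables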
PKA kinase inh: inhibitors of human protein kinase A | PKA Kemptide phosphorylation, Kinase-Glo ATP luminescence | 65,000 tested, 0.1% active | P17612 | inhibition, % at 6 µM;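 active means inhibition above the screen-wide mean inhibition plus 3 SD, cut at about 21% in these data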; further: many of its hits are not listed in these tables
Cdc25B block: human M-phase inducer phosphatase 2 inhibition | P30305 | recombinant Cdc25B, OMFP fluorescence Ex485/Em525 | inhibition, %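 (compounds tested at 10 µM final in the well)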 | 65,000 tested, 0.1% active | AID 368; in the data active means inhibition above about 50%
Active calls of the source: *; / = not tested or not shown.

SMILES	Hsp90 inh	ROCK2 inh	HER2 expr 66K	Fluor 339 460	A340 absorber	DUSP1 inh	JNK3 inh	PKA kinase inh	Cdc25B block
Cn1c(SCC(=O)N2CCN(c3cccc(Cl)c3)CC2)nnc1-c1ccncc1	-5	-1	82	1.1	1	-10	-3	-8	-14
O=C(CSc1nnnn1-c1ccccc1)Nc1nc(-c2ccccc2)ns1	2	-1	78	1.1	1	7	0	-4	10
Cc1nc(CCNS(=O)(=O)c2cccs2)cs1	0	4	78	1	0.98	-7	4	2	-5
CC1=C(C(=O)NCc2ccccc2)C(c2cccs2)n2ncnc2N1 (stereo not drawn)	2	-5	95	1.1	0.99	-20	-4	-2	-23
Cc1ccc(C2C(C#N)=C(N)SC(N)=C2C#N)o1	-45	5	75	1.2	1.1	8	8	3	3
COc1cc(CNCc2ccc(OC)c(OC)c2OC)cc(OC)c1	-3	2	99	1.1	1.1	-7	6	0	-1
CCCc1cc(C(=O)Nc2ccccc2C(=O)OC)no1	-2	2	109	1	1	-13	2	4	-5
CC(C)OC(=O)CSc1nc2ncccc2[nH]1	-2	9	55	1.1	1.1	-14	0	2	7
COCCn1c(=NC(=O)CSC(C)=O)sc2cc(F)ccc21	-2	/	103	1	1	6	/	-6	-6
Cc1sc(NC(=O)CSc2nnc(-c3ccccc3)o2)c(C#N)c1C	-8	9	93	1	1	-2	3	2	-6
O=C1c2ccccc2NC(c2ccncc2)N1c1ccccn1 (stereo not drawn)	-2	4	104	2.1*	1.1	4	10	3	-2
CCOC(=O)c1c(NC(=O)c2ccco2)sc(C(=O)N2CCCC2)c1C	/	/	99	1.2	1.1	10	/	/	-25
COCCn1c(=O)[nH]c2cc(C(=O)NCCc3ccc(OC)c(OC)c3)ccc2c1=O	/	/	114	1.1	1	12	/	2	-3
COc1ccc2oc(C)c(C(=O)Cn3ccnc3)c2c1	2	3	78	1	0.99	-2	2	0	4
COc1ccc(OC)c(-n2cc3c(=O)n(C)c(=O)n(C)c3c2)c1	3	5	85	1.3	1.1	-26	3	7	-1
O=C1C=C(NCc2ccncc2)CC(c2ccccc2)C1 (stereo not drawn)	-4	5	127	1.2	1	4	-2	12	-7
Cc1ccc(OCc2nnc(SCc3nc4ccccc4[nH]3)n2Cc2ccco2)cc1	-4	-3	110	1.1	0.97	19	-4	3	3
CCN(CC)c1cc(C)c2cc(NC(=O)CNC(C)=O)ccc2n1	/	/	120	2.2*	1.1	28	/	1	-15
CCOc1ccc(CNC(=O)NS(=O)(=O)c2ccc(OC)cc2)cc1	-1	-4	101	1.1	1.1	2	4	-3	8
O=C(O)C1CSC(c2ccccc2)N1C(=O)c1ccco1 (stereo not drawn)	-5	/	79	1.1	1	7	/	-9	1
Cc1ccc(C(C(=O)NC2CCCC2)N(Cc2cccs2)C(=O)CNC(=O)c2cccs2)o1 (stereo not drawn)	1	-3	78	1.1	1	-11	3	-5	3
CC(=O)[C@@H]1[C@@H]2C(=O)N(Cc3ccccc3)C(=O)[C@@H]2C2c3ccccc3C=CN21 (stereo partly drawn)	-2	0	50	1.3	1.1	28	1	-3	5
CC1(C)Cc2c(c(=S)nc(-c3ccccc3)n2CCCN2CCOCC2)CO1	/	/	105	1	1.2	2	/	6	7
O=C(CSc1nncs1)NCc1ccc2c(c1)OCO2	0	0	99	1.1	1.2	21	-4	-6	2
CN1CCC2(CC1)Nc1nc(SCc3ccc(Cl)cc3)nn1C1=C2CN(C)CC1	-3	2	91	1.1	1	-5	-3	3	-2
(continued)
SMILES	Hsp90 inh	ROCK2 inh	HER2 expr 66K	Fluor 339 460	A340 absorber	DUSP1 inh	JNK3 inh	PKA kinase inh	Cdc25B block
COc1ccc(CCn2c(C)cc3c(c2=O)C(c2ccc4c(c2)OCO4)C(C#N)=C(N)O3)cc1OC (stereo not drawn)	0	17	104	1.1	1	-25	-4	8	-17
Cc1ccccc1Cn1c(=O)c2c(nc3n2CCCN3Cc2ccccc2)n(C)c1=O	-5	-1	64	1.1	1	18	3	3	1
C=CCSc1nc(C)c(CC=C)c(=O)[nH]1	-2	-19	91	1.1	1	-39	2	-4	1
COc1ccccc1N1CCN(C(=O)COc2ccc(Cl)cc2)CC1	-1	-2	72	1.1	1	2	-4	3	-9
Cc1ccccc1CN1CCN(CC(=O)NCCCN2CCN(c3ccc(F)cc3)CC2)C1=O	1	4	123	1.1	0.99	-5	1	11	-7
CCCCn1c(N2CCC(Cc3ccccc3)CC2)nc2c1c(=O)[nH]c(=O)n2C	-2	0	66	1.1	0.99	23	4	2	-21
CC(=O)Nc1cccc(Oc2cc(C#N)c(C#N)cc2N2CCOCC2)c1	-3	-1	107	1.2	1.1	24	1	6	-3
Cn1c(SCc2ccccc2F)nnc1-c1cnccn1	-10	0	125	1.1	1	-5	3	5	-2
N=c1c(C(=O)NCc2ccc(F)cc2)cc2c(=O)n3ccccc3nc2n1Cc1ccco1	-13	2	44	2.7*	1.1	35	-2	11	10
Cc1sc2nc(CN3CCN(S(=O)(=O)c4cccc5nonc45)CC3)[nH]c(=O)c2c1C	-2	3	109	1	0.99	5	-2	11	9
CCN(CCNC(=O)C1CCCN(Cc2nc(-c3ccc(OC)cc3)oc2C)C1)c1ccccc1 (stereo not drawn)	-2	3	80	1.1	0.99	12	6	6	-40
CC(C)c1ccc2oc(=O)cc(CN3CCN(c4ccc(F)cc4)CC3)c2c1	0	6	82	1.1	1	-11	-1	6	1
O=C(CCCn1c(SCC(=O)NCC2CCCO2)nc2ccccc2c1=O)NCC1CCCO1 (stereo not drawn)	-1	/	98	1.1	1	1	/	2	-20
CCOc1ccccc1N1C(=O)CC(Sc2ncccc2C(=O)O)C1=O (stereo not drawn)	-1	6	/	1	1	-3	4	13	-12
CC(=O)c1c(C)nc(C)nc1NC(=O)C(C)C	0	8	85	1.1	1.1	-5	-1	3	-10
COC(=O)c1c(NC(=O)CN2CCN(C(=O)c3ccco3)CC2)c2cc(C)ccc2n1C	-9	-4	78	1.6	1.1	21	-1	-2	-1
COc1ccc(S(=O)(=O)NCC(c2cccnc2)N2CCN(c3ccc(F)cc3)CC2)cc1C (stereo not drawn)	-1	0	85	1.1	0.99	24	-2	-3	-9
COc1ccc(S(=O)(=O)Nc2cc(C)ccn2)cc1OC	-7	4	80	1.2	1.1	4	5	6	-16
COCCSc1nnc(NC(=O)Cc2ccccc2OC)s1	-3	4	104	1.1	0.99	-10	-1	6	-2
CCOC(=O)N1CCN(C(=O)c2ccc3c(SCC(=O)O)c4c(nc3c2)CCCC4)CC1	0	-2	88	1	1	-5	-5	-7	-4
CC(=O)OCCOc1nc(N(C)C)nc(N(C)C)n1	1	-1	98	1	1	9	-2	-2	-2
CCOCCCNC(=O)c1cccs1	0	4	117	1.1	1	12	11	8	-10
COC(=O)Cc1c(C)c2ccc(OCC(C)=O)c(C)c2oc1=O	-4	6	100	3.8*	1.1	0	0	9	-3
OC(CCN1CCCC1)(c1ccccc1)C1CCCCC1 (stereo not drawn)	0	-7	83	1	0.99	-10	-7	-7	15
CCOc1ccccc1N1CCN(c2nc(N)c(C#N)c(CC#N)c2C#N)CC1	-10	/	36	1.1	1	17	/	0	-7

Entries of single compounds from above:
`COc1ccc(OC)c(-n2cc3c(=O)n(C)c(=O)n(C)c3c2)c1` is listed with Hsp90 inh = 3; ROCK2 inh = 5; HER2 expr 66K = 85; Fluor 339 460 = 1.3; A340 absorber = 1.1; DUSP1 inh = -26; JNK3 inh = 3; PKA kinase inh = 7; Cdc25B block = -1
`CC(=O)Nc1cccc(Oc2cc(C#N)c(C#N)cc2N2CCOCC2)c1` is listed with Hsp90 inh = -3; ROCK2 inh = -1; HER2 expr 66K = 107; Fluor 339 460 = 1.2; A340 absorber = 1.1; DUSP1 inh = 24; JNK3 inh = 1; PKA kinase inh = 6; Cdc25B block = -3
`Cc1ccc(C2C(C#N)=C(N)SC(N)=C2C#N)o1` is listed with Hsp90 inh = -45; ROCK2 inh = 5; HER2 expr 66K = 75; Fluor 339 460 = 1.2; A340 absorber = 1.1; DUSP1 inh = 8; JNK3 inh = 8; PKA kinase inh = 3; Cdc25B block = 3

(next part)
SMILES	Hsp90 inh	ROCK2 inh	HER2 expr 66K	Fluor 339 460	A340 absorber	DUSP1 inh	JNK3 inh	PKA kinase inh	Cdc25B block
O=C(Cn1nnc(-c2ccccc2)n1)NCc1ccccc1	-2	5	127	1.1	1.1	-14	1	5	2
N#C/C(=C(/O)COC(=O)CCC1CCCCC1)c1nc2ccccc2[nH]1	-2	10	75	1.1	1	12	2	2	4
CCCOc1ccc(C2C(C(=O)c3ccc(C)o3)=C(O)C(=O)N2CCCn2ccnc2)cc1 (stereo not drawn)	-7	-2	55	1.1	1.1	7	43*	1	-2
COC(=O)c1[nH]c2ccc(F)cc2c1NC(=O)C1=COCCO1	-4	6	94	1.4	1	-16	0	9	-7
Cc1nn(CC(N)=O)c(=O)c2ccccc12	-7	-5	69	1.1	1	8	-1	3	-7
COc1ccccc1NC(=O)CN1C(=O)C(C)Oc2ccccc21 (stereo not drawn)	-2	0	86	1	1	-8	3	2	2
COc1ccc(-c2cn3cccnc3n2)cc1NC(=O)C1CC1	-5	/	99	3.2*	1.1	7	/	5	-4
COc1ccc(-c2cc(C(F)(F)F)n3ncc(C(=O)NCC4CCCO4)c3n2)cc1OC (stereo not drawn)	-2	8	89	1.7	1.1	5	5	4	-7
COc1ccc(CCNS(=O)(=O)c2ccc(C(=O)NCc3ccco3)cc2)cc1OC	-1	0	84	1.1	0.99	1	-1	6	-7
COc1ccccc1N1CCN(c2nc(-c3ccccc3)cc(C(F)(F)F)n2)CC1	/	/	109	1.1	1.1	6	/	0	-2
O=C(NCc1cccs1)c1cnc2ccccn2c1=O	0	-2	110	2*	1.1	26	0	-4	3
O=C(O)C1C(c2ccccc2)C(C(=O)OCCCO)C1c1ccccc1 (stereo not drawn)	-6	1	92	1.1	1	1	-2	6	10
CCCCCCOC(=O)C(C#N)c1nc2ccccc2nc1N1CCN(C)CC1 (stereo not drawn)	-11	4	-4.8*	3.9*	1	4	-6	10	-11
COc1ccc(-c2nn3c(-c4ccco4)nnc3s2)cc1OC	-7	3	150	1.5	1.1	-10	1	7	5
CS(=O)(=O)c1ccc(N)cc1	-3	-4	86	1.1	1.1	0	-3	5	-42
CS(=O)(=O)N(CC(=O)NCC1CCCO1)c1cc(Cl)cc(Cl)c1 (stereo not drawn)	1	1	115	1.1	1	-1	3	-1	-12
CCOC(=O)c1ccc(NC(=O)N2CCN(Cc3cccc(F)c3)CC2)cc1	-6	6	95	1	1	6	-14	8	-4
O=C1CS/C(=N\C(=O)N2c3ccccc3Sc3ccccc32)N1	-13	6	67	1	0.99	14	-6	11	3
CCOC(=O)c1c(C)[nH]c(C)c1C(=O)COC(=O)C1CCCN1S(=O)(=O)c1ccccc1F (stereo not drawn)	-4	6	96	1.1	1	10	-1	13	4
O=C1CCCN1C(=O)CCC(=O)N1CCCC1=O	-4	4	82	1.1	1	7	5	5	-4
CN(C)/C=C1\C(=O)c2ccc(N(C)C)nc2CC1c1ccccc1 (stereo not drawn)	2	0	82	2*	1.1	27	11	5	5
Cc1onc(-c2ccccc2Cl)c1C(=O)Nc1cccc(-c2nc3ncccn3c2C)c1	-4	/	71	5.2*	1	27	/	-4	31
CCC12CC3CC(C1)CC(C(=O)O)(C3)C2	1	6	69	1.1	1	4	5	11	-7
CCc1c(C)nc2[nH]nc(-c3ccccc3C)n2c1=O	-4	-6	78	1.1	1	12	-4	0	-5
c1ccc2c(-c3nc(C4CCCCC4)no3)cc(-c3ccncc3)nc2c1	0	-10	124	1.1	0.97	25	-2	10	-27
Cc1nc(N(C)C)c2sc(=S)n(C)c2n1	-2	-3	/	1	1.2	14	6	-5	3
CS(=O)(=O)c1ccc2nc(NC(=O)Oc3ccccc3)sc2c1	-4	10	93	1.1	0.95	-2	-3	15	-1
COc1ccc(-c2nc(CS(=O)(=O)CC(=O)NCCc3cc(OC)ccc3OC)c(C)o2)cc1	-3	4	83	1.1	1	28	0	14	-6
Fc1cc(F)c2nc(N3CCCCC3)sc2c1	-4	6	89	1.1	0.99	3	0	7	4

This is a subset. The share of hits here may be higher or lower than overall.
